ER stress surv: ER stress cell death inhibition; CSM14.1 thapsigargin ER stress survival, ATP luminescence; relative survival (cellular ATP), % at 15 µg/mL (by protocol); hit rate 0.33% among 48,000; AID 1010;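 active = survival measured by cellular ATP above 50% at 15 µg/ml in the first screen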;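 also: cell death triggered by about 15 µM thapsigargin; ATP read 24 h after thapsigargin was added; plate controls were thapsigargin with DMSO for no effect and DMSO without thapsigargin for full effect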
Numbers without * were called inactive. These rows are one share of the data; the hit share may differ from the screen's.

molecule	ER stress surv
COc1ccc(N(CC(=O)NCc2ccccn2)S(=O)(=O)c2ccc(OC)c(OC)c2)cc1	4.4
CCOc1ccc(N2C(=O)CC(N3CCN(C(c4ccccc4)c4ccccc4)CC3)C2=O)cc1 (stereo not drawn)	4.9
C=CCNC(=O)C(=O)Nc1ccccc1OCC	-0.4
Cc1cc[n+](CC(=O)c2ccc(C)c([N+](=O)[O-])c2)cc1	-1.6
C/C(=N\Nc1nc(C)cc(C)n1)c1ccccc1O	-10.3
O=C(COc1cc2oc(=O)c3c(c2cc1Cl)CCCC3)OCc1ccccc1	9.3
COc1ccc(C(NC(C)=O)c2c(OC(C)=O)ccc3ccccc23)cc1OC (stereo not drawn)	4.9
CCCCC(CC)CNC(=O)COc1cc(C)c(Cl)c(C)c1 (stereo not drawn)	3.7

5 neighbouring entries out of the list so far, for reference:
molecule	ER stress surv
Cc1cc[n+](CC(=O)c2ccc(C)c([N+](=O)[O-])c2)cc1	-1.6
C/C(=N\Nc1nc(C)cc(C)n1)c1ccccc1O	-10.3
O=C(COc1cc2oc(=O)c3c(c2cc1Cl)CCCC3)OCc1ccccc1	9.3
COc1ccc(C(NC(C)=O)c2c(OC(C)=O)ccc3ccccc23)cc1OC (stereo not drawn)	4.9
CCCCC(CC)CNC(=O)COc1cc(C)c(Cl)c(C)c1 (stereo not drawn)	3.7

Next records
molecule	ER stress surv
COc1ccc(C(=O)/C=C/c2ccc(OC)c3cccc(O)c23)cc1OC	3.8
CCOC(=O)Nc1ccc2c(c1)N(C(=O)CCN)c1ccccc1S2	-7.2
O=C(NC(=S)N1CCOCC1)c1ccc(F)cc1	9.0
O=C(CCCN1C(=O)/C(=C\c2cccs2)SC1=S)Nc1cccnc1	20.5
Cc1ccc(C)c(NC(=O)CSc2ccccn2)c1	6.7
Cc1cc(C=O)c(C)n1-c1ccc(Sc2ccc([N+](=O)[O-])cc2)cc1	-0.2
COc1ccc(Br)cc1/C=C/C(=O)Nc1cc(-c2nc3ccccc3o2)ccc1C	-6.7
COc1ccc(-c2nnc(SCC(=O)O)n2N)cc1	6.3
O=C(CN1C(=O)/C(=C\c2ccccc2Cl)SC1=S)Nc1cc(Cl)ccc1O	1.8
Cc1oc2ccc(OCc3ccc([N+](=O)[O-])cc3)cc2c1C(=O)OC(C)C	0.8
O=C(/C=C/c1ccccc1)N1CCC(Cc2ccccc2)CC1	15.3
O=C1NC(=O)/C(=C\c2cc([N+](=O)[O-])ccc2Cl)S1	9.1
COc1ccc(OC)c(S(=O)(=O)N2CCC(Cc3ccccc3)CC2)c1	5.6
Cc1cc(-n2c(C)cc(C=O)c2C)ccc1I	3.2
CCN(CC)CCn1c(SCc2ccccc2)nc2ccccc21	0.5
CC(C)(C)C1CCc2c(sc(NC(=O)c3ccc(Br)cc3)c2C(N)=O)C1 (stereo not drawn)	3.4
CCc1ccc(NC(=S)NC(=O)/C=C/c2ccccc2)cc1	1.6
O=C(NCCCNc1ccc([N+](=O)[O-])cc1)c1ccccc1Cl	7.6
O=c1c2c(nc3cc(-c4ccc(F)cc4)[nH]n13)CCCC2	-3.2
Cc1cc(C)c(NC(=O)COc2cccc(Br)c2)c(C)c1	7.5
O=C(NCCCN1CCOCC1)c1ccc(Cl)cc1Cl	1.4
CCc1ccc(NC(=O)CN(c2ccc(C)cc2)S(=O)(=O)c2ccccc2)cc1	1.4
c1ccc(CN2C3=NCCN3c3ccccc32)cc1	-6.6
O=C(CSc1cccc2cccnc12)Nc1nc(-c2ccccc2)cs1	4.1
O=[N+]([O-])c1ccc(OCCN2CCCCC2)cc1	0.6
CN(C1=C(Cl)C(=O)N(c2ccccc2)C1=O)c1ccccc1	8.5
N/C(=N\OC(=O)c1ccccc1F)c1ccc(Br)cc1	1.4
CCOc1ccc(NC(=O)c2c(Cl)cccc2Cl)cc1	6.8
O=C(Nc1ccc2nccnc2c1)N1CCN(c2ccccc2)CC1	3.7
Cc1ccc(C)c(NC(=O)CN(c2ccc(F)cc2)S(=O)(=O)c2ccccc2)c1	3.5
C=CCN1C(=O)/C(=C\c2cc(Cl)ccc2OCc2ccccc2F)SC1=S	7.1
Cc1cc(Br)cc(C)c1NC(=O)c1ccc2c(c1)OCCO2	-3.8
Cc1ccc(NC(=O)COC(=O)c2ccn(C)n2)cc1	-5.4
CN1C(=O)C2(N=C(C(=O)O)c3ccccc3N2C)c2ccccc21 (stereo not drawn)	3.9
CC(=O)OC1COC(n2ncc(=O)[nH]c2=S)C(OC(C)=O)C1OC(C)=O (stereo not drawn)	-2.9
CSCCC(/C(O)=C(\C#N)c1nc2ccccc2[nH]1)N1C(=O)c2ccccc2C1=O (stereo not drawn)	0.7
O=C(COc1ccc(Br)cc1)Nc1cccc([N+](=O)[O-])c1	-4.9
Cc1cc([N+](=O)[O-])ccc1NC(=O)CCCOc1ccc(Cl)cc1Cl	11.9
CC(NS(=O)(=O)c1cccs1)c1ccccc1 (stereo not drawn)	10.1
CN(C)CC(=O)N1c2ccccc2CCc2ccc(NC(N)=O)cc21	12.1
CC(=O)N1c2ccccc2NC2=C(C(=O)CC(C)(C)C2)C1c1ccc(C#N)cc1 (stereo not drawn)	11.3
COC(=O)C1=CNC=C(C(=O)OC)C1c1ccc(OC)c(OC)c1OC	4.5
CCc1ccc(S(=O)(=O)N=Nc2c(O)n(CC)c3ccccc23)cc1	7.3
Cc1ccc(S(=O)(=O)NCc2ccccn2)cc1[N+](=O)[O-]	15.4
COc1ccc(CC(=O)NNC(=O)c2ccco2)cc1OC	4.4
Fc1c(F)c(F)c2c(c1F)Oc1ccccc1O2	0.0
O=C(Cc1cccs1)NCc1cccnc1	9.2
O=C(Nc1ccc(Cl)cc1Cl)c1ccc(Cl)cc1Cl	13.2
CCOc1ccc(C(=O)Nc2ccccc2C(=O)O)cc1	-4.2
CCCCNC(=O)c1c(NC(=O)c2ccccc2)sc(C)c1C	-0.6
COC(=O)c1c(-c2ccccc2Cl)csc1NC(=O)C1C2CCC(C2)C1C(=O)O (stereo not drawn)	-0.3
CC(C)(C)n1c(O)c(N=Nc2ccc(Br)cc2)c(=O)[nH]c1=O	6.6
COc1ccc(N2C(=O)CS(=O)(=O)C2c2ccc(Cl)cc2)cc1 (stereo not drawn)	1.0
CCOc1cc(C=O)ccc1OCc1ccc(Cl)cc1	4.3
CC(C)c1ccc(-c2nc(N)c3c(=O)oc4ccccc4c3n2)cc1	-8.1
O=C(CSc1nnc(-c2ccncc2)n1-c1ccccc1)NCc1ccco1	0.2

More results follow:
molecule	ER stress surv
O=c1oc2ccccc2cc1-c1ccc([N+](=O)[O-])cc1	3.9
CCN1C(=O)/C(=C/c2c(OC)ccc3ccccc23)C(=O)NC1=S	9.0
COc1ccc(S(=O)(=O)n2nc(C)c(Sc3ccc([N+](=O)[O-])cc3)c2C)cc1	6.3
COC(=O)c1cc(NC(=O)c2ccc3c(c2)OCCO3)cc(C(=O)OC)c1	-2.8
O=C(Cc1ccccc1)Nc1ccc(Cl)c(-c2nc3ncccc3o2)c1	2.3
Cc1cccnc1NC(=O)c1cc2c(ccc3ccccc32)oc1=O	1.5
CCOc1ccc(C(=O)Nc2cccc(-c3nc4cc(C)c(C)cc4o3)c2)cc1	-2.8
O=C(O)c1cc(S(=O)(=O)N2CCCCC2)ccc1O	2.9
COc1ccc(C2Nc3ccccc3C(=O)N2c2ccc(Cl)cc2)cc1Cn1nnc2ccccc21 (stereo not drawn)	0.9
C=CCN1CN=C(NS(=O)(=O)c2ccc(C)cc2)NC1	14.1
Cc1ccc(NC(=O)c2ccc(Cl)cc2Cl)c(C)c1	1.5
COc1ccc(-c2csc(-c3cc4cc(Cl)cc(Cl)c4oc3=O)n2)cc1	2.0
O=[N+]([O-])c1cccc(CN2CCN(S(=O)(=O)c3ccccc3)CC2)c1	-6.1
O=S(=O)(NCCSc1nc2ccccc2o1)c1ccccc1	18.1
O=C1C2C3C=CC(C3)C2C(=O)N1CCc1ccccc1 (stereo not drawn)	6.8
C=CCNS(=O)(=O)c1ccccc1[N+](=O)[O-]	3.0
CCOC(=O)C1=C(C)N=c2s/c(=C\c3cccc([N+](=O)[O-])c3)c(=O)n2C1c1ccc(C)cc1 (stereo not drawn)	4.7
O=S(=O)(Oc1cccc2ccccc12)c1cc(Cl)ccc1Cl	8.2
COc1ccc(N=CC2=C(O)CC(C)(C)CC2=O)cc1OC	2.6
CC1=C(C(=O)OC2CCCC2)C(c2ccccc2Cl)C2=C(CC(C)(C)CC2=O)N1 (stereo not drawn)	-1.5
Cc1ccc(C2NC(=O)NC(O)(C(F)(F)F)C2C(=O)c2ccc(Br)cc2)cc1 (stereo not drawn)	-1.8
O=C(COc1ccc(Cl)cc1Br)NNC(=O)c1cccs1	2.9
Cc1[nH]n(-c2ccccc2)c(=O)c1/C=N/NC(=O)CSCc1ccc(Cl)cc1	-1.0
O=C(Nc1cc([N+](=O)[O-])ccc1Cl)C1CC2CCC1C2 (stereo not drawn)	-1.5
O=C1N=c2ccc(Br)cc2=C1c1[nH]c(=O)[nH]c1O	-2.9
COc1cccc(OCCOc2ccc(/C=C3\C(=O)NN(c4ccccc4)C3=O)cc2)c1	6.3
CN(C)c1ccc(NC(=O)c2cc(-c3ccccc3Cl)nc3ccccc23)cc1	6.1
COc1ccc(OCCCCCNCCO)cc1	-1.5
CC(C)N1CCc2c(sc3nc(SCc4ccc(Cl)cc4)n(Cc4ccccc4)c(=O)c23)C1	-8.7
COc1ccccc1-c1coc2cc(OC(=O)c3ccc(Cl)cc3Cl)ccc2c1=O	-0.6
Cc1ccc(C2(c3ccc(C)cc3)CC2C(=O)NCCc2ccccc2)cc1 (stereo not drawn)	11.5
Cc1cccc(-n2c(C)cc(/C=N/NC(=O)c3ccccn3)c2C)c1	5.4
CCOC(=O)C1=C(C)NC(=O)NC1c1cc(OC)c(OC)c(OC)c1 (stereo not drawn)	11.5
Cc1ccc(C)c2c(N=NC(=O)/C(=C\c3ccccc3)NC(=O)c3ccccc3)c(O)[nH]c12	6.3
CCCOc1ccc(C2Nc3ccccc3NC3=C2C(=O)CC(c2ccc(OC)c(OC)c2)C3)cc1 (stereo not drawn)	103.4*
CCC1(C)CC(CC(=O)O)(c2ccc(C)cc2)CCO1 (stereo not drawn)	10.5
COc1ccccc1-n1sc2c(c1=S)-c1ccc(C)cc1NC2(C)C	10.9
O=C(COc1ccc(Br)cc1)N1CCc2ccccc2C1	6.3
N/C(=N\OC(=O)C(c1ccccc1)c1ccccc1)c1ccncc1	2.4
NC(=O)N/N=C1\c2ccccc2-c2c(C(N)=O)cccc21	0.5
O=C(Nc1nc2ccc3ccccc3c2s1)c1ccc(Cl)s1	0.5
CC(C)(C)N1C(=O)c2ccc(C(=O)c3ccc4c(c3)C(=O)N(C(C)(C)C)C4=O)cc2C1=O	23.2
Cc1cc(C)nc(/N=C(/N)Nc2ccc(N)cc2)n1	-5.5
O=C(Nc1cccc(-c2nc3ccccc3s2)c1)c1ccc2c(c1)OCCO2	0.0
CCc1ccc(-c2nc(-c3ccccn3)no2)cc1	-9.2
CC1CC(C)CN(S(=O)(=O)c2ccc(F)cc2)C1 (stereo not drawn)	0.5
Cc1ccsc1/C=C(\C#N)c1nc(-c2cc3cc(Br)ccc3oc2=O)cs1	7.8
CSCCC(C(=O)O)N1C(=O)/C(=C\c2ccc(-c3ccc([N+](=O)[O-])cc3)o2)SC1=S (stereo not drawn)	-3.4
CC(=O)N1CCN(c2ccc(NC(=O)c3ccco3)cc2)CC1	-1.0
Cc1ccc(C(=O)N(C)c2ccccc2)cc1[N+](=O)[O-]	-2.3
COc1cc2c(cc1NCc1ccc(OC)c(OC)c1OC)oc1ccccc12	9.2
COc1cc(N(C)C)c([N+](=O)[O-])cc1C(=O)N1CC(C)NC(C)C1 (stereo not drawn)	5.2
CCC(C(=O)Nc1cc(Cl)ccc1OC)c1ccccc1 (stereo not drawn)	-1.0
O=C(N=Nc1c(O)[nH]c2c(Br)cc(Br)cc12)c1ccco1	-4.4
O=C(/C=C/c1ccc([N+](=O)[O-])o1)c1ccc(-c2ccccc2)cc1	2.7
CC(C)(C)NC(=O)C(=O)N/N=C/c1ccc(Cl)cc1	-9.8

Next part.
molecule	ER stress surv
Cc1cc([N+](=O)[O-])ccc1N1C(=O)c2ccccc2C1=O	9.7
CCC(C(=O)NCc1ccco1)c1ccccc1 (stereo not drawn)	3.9
Fc1ccc(CNC(=S)Nc2ccc(Cl)cc2Cl)cc1	-2.3
Oc1ccc(Br)cc1/C=N/Nc1cc(N2CCCC2)nc(N2CCCC2)n1	11.3
Cc1ccc(CC2C(=O)N(c3cccc(Cl)c3C)C(=O)C2C)cc1 (stereo not drawn)	13.3
COC(=O)CC(C(=O)OC)C(CC(=O)OC)C(=O)OC (stereo not drawn)	0.7
CCOc1cc(/C=C2\C(=O)NC(=O)N(c3ccc(Cl)cc3)C2=O)cc(Cl)c1OCC	3.1
O=C(Nc1ccc(F)c([N+](=O)[O-])c1)c1cccc(OCc2ccccc2)c1	3.7
CCN1C(=O)/C(=C\c2cccc(C)c2)SC1=S	-0.6
COC(=O)c1ccc(/C=N\N2CCN(c3ccccc3OC)CC2)cc1	-4.6
CCOC(=O)c1c(-c2ccccc2)csc1NC(=O)c1sc2ccccc2c1Cl	-3.1
CC1=NN(c2ccc(S(N)(=O)=O)cc2)C(=O)/C1=C\c1ccc(-c2ccc(Cl)c([N+](=O)[O-])c2)o1	1.0
CCCC(=O)NC(c1ccc(OC)c(OC)c1)c1c(OC(=O)COc2ccccc2)ccc2ccccc12 (stereo not drawn)	6.9
O=C(Nc1ccc(Oc2ccc(NC(=O)c3ccco3)cc2)cc1)c1ccco1	-0.3
